NadD block: NadD (S. aureus) enzyme inhibition. inhibition, % at 20 µM. 0.78% of 360,000 active. purified NadD enzyme, colorimetric absorbance read-out; in the data active = inhibition above about 26%; also: some compounds past the cut are filed as inactive
SUMO1-SIM PPI: SUMO1-SIM interaction modulation; inhibition, % at 20 µM; SUMO1 binding to a labelled peptide, TR-FRET, 1 h; 0.33% of 360,000 active; P63165; in the data active = inhibition above about 37%
Scp1 inh: blocks human Scp-1 phosphatase activity; 0.88% of 340,000 active; Recombinant Scp1, phosphopeptide, malachite green phosphate absorbance; inhibition, % at 20 µM;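 active = inhibition above about 50% at 20 µM, limit read from the data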;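 also: plate controls were DMSO wells with enzyme for no effect and wells lacking enzyme for full effect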
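System: truncated SCP-1 phosphatase (76-261aa); medium: Tris acetate buffer pH 5.5 with MgCl2 and Tween-20; incubation: 45 min room-temperature reaction, 5 min colour, 30 min stabiliser; compound: single 20 µM dose, 1% DMSO; reagent: Phosphorylated 17-residue peptide substrate; read-out: % inhibition at 20 µM; technique: colorimetric free-phosphate detection, absorbance 630 nm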
DNMT1 block: DNMT1 (human) enzyme inhibition | 0.83% of 360,000 active | AID 588458 | inhibition (reported as % activation of signal), % at 10 µM | DNMT1 molecular beacon, Hinp1I cleavage, fluorescence; in the data active = inhibition above about 50%
Target sequence (P26358 504-1616 limits assumed): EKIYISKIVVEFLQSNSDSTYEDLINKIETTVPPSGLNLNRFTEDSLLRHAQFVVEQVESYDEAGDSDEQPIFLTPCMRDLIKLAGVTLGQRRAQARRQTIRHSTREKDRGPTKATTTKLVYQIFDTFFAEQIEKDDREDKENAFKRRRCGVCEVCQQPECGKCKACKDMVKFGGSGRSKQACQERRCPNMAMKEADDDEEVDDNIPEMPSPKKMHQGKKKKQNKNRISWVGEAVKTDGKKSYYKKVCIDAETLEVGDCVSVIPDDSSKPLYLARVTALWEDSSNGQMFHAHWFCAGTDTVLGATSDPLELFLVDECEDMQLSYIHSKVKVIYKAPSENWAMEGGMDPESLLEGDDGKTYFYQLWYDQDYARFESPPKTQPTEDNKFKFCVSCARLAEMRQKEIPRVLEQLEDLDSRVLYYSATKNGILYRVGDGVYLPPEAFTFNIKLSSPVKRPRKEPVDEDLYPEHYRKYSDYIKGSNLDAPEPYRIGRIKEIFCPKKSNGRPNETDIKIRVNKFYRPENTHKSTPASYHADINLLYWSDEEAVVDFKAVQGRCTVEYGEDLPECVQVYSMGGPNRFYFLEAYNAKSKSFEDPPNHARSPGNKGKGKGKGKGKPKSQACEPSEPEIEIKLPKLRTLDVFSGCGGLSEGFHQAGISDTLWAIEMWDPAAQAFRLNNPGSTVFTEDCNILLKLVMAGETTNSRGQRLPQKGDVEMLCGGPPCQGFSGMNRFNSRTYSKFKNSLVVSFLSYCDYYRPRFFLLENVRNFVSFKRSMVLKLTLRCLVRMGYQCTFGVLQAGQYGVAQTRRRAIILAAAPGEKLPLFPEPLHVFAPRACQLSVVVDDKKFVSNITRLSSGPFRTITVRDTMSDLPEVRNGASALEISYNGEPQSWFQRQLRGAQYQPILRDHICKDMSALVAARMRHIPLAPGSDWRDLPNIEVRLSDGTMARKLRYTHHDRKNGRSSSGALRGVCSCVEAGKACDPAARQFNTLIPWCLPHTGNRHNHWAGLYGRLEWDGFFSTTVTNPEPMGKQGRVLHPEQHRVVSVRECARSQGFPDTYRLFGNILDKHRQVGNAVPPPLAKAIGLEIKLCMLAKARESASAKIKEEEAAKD
Rpn11 block: Rpn11 (human) deubiquitinase inhibition; calls only at 20 µM; O00487; human 26S proteasome, Ub4-pepOG fluorescence polarization; 20S core pre-blocked with epoxomicin; 0.59% of 360,000 active;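 active = inhibition at 20 µM, scaled to each plate's controls, above about 33%, limit read from the data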
LMPTP inh: LMPTP (human) inhibition; 0.22% of 360,000 active; AID 651560; P24666; recombinant LMPTP-A, OMFP fluorogenic substrate, fluorescence intensity; inhibition, % at 20 µM;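 active = compounds that cut the enzyme signal by at least half of the control window in the single-dose screen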;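 also: plate controls were DMSO wells with enzyme plus substrate for no effect and substrate without enzyme for full effect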
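Test system: LMPTP-A phosphatase enzyme. Amount: LMPTP-A at 0.625 nM final in the reaction. Reagent: OMFP substrate, 400 µM final. Times: 50 min at room temperature. Signal: endpoint fluorescence intensity from OMFP dephosphorylation. Read-out basis: % inhibition. Benchmarks: no-enzyme and uninhibited controls.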
PABP1 MLLE inh: blocks PAM2 peptide binding to the PABP1 MLLE domain; P11940; GST-MLLE / FITC-PAM2 fluorescence polarization; inhibition, % at 20 µM; 0.36% of 360,000 active; AID 588489; in the data active = inhibition above about 35%, passing the limit was not always enough;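 also: plate controls were DMSO wells with GST-MLLE for no effect and wells lacking GST-MLLE protein for full effect; some results filed as inactive read as strong as hits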
TbMetRS inhib: Trypanosoma brucei MetRS inhibition; purified T. brucei MetRS, ATP depletion, Kinase-Glo luminescence; inhibition, % at 11.9 µM; 0.4% of 360,000 active;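 active = inhibition above a per-plate cutoff of the control wells' mean inhibition plus 3 SD, cut at about 5.5% in these data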;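 also: 0% = DMSO wells median and 100% = median of wells with control inhibitor compound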
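technique = Kinase-Glo luminescence, ATP depletion format | system = purified MetRS (methionyl-tRNA synthetase) enzyme from Trypanosoma brucei | timing = 15 min preincubation, 2 h reaction, all 25 °C | evaluation = percent inhibition versus plate control medians | dosing = single dose, 11.9 µM final nominal, 0.9% final DMSO | also added = substrates ATP, L-methionine and bulk Escherichia coli tRNA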
STEP block: inhibitors of human striatal-enriched phosphatase STEP. P54829. recombinant STEP, OMFP fluorogenic substrate, fluorescence. inhibition, % at 20 µM. 0.25% of 360,000 active. AID 588621;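 active = inhibition at 20 µM, scaled per plate between control wells, above about 37%, limit read from the data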;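 also: 0% = DMSO with enzyme and substrate and 100% = substrate only without enzyme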
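Material: STEP (striatal-enriched tyrosine phosphatase) enzyme, cell-free | Medium: 50 mM Bis-Tris pH 6.0 with 2.5 mM DTT and 0.005% Tween 20 | Read-out: Percent inhibition scaled to no-enzyme and uninhibited-enzyme controls, plate-pattern corrected | Signal: Fluorescence read at 480 nm ex / 540 nm em | Times: 20 min reaction, room temperature, in the dark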
CSN deneddyl inh: blocks human CSN-mediated cullin deneddylation; Purified CSN, SCF-Nedd8-OG deneddylation, fluorescence polarization; 0.38% of 360,000 active; Q92905; inhibition, % at 12.5 µM;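 active = pattern-corrected inhibition above about 35%, with an unprinted fluorescence ratio check between 0.5 and 1.5, limit read from the data, passing the limit was not always enough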;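 also: 0% = enzyme with substrate and 100% = substrate without enzyme; some results filed as inactive read as strong as hits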
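Test system: Human Csn5 produced in HEK293T cells | Compound: 12.5 µM single point | Times: 90 min, room temperature | Signal: Fluorescence polarization readout | Read-out basis: % inhibition of substrate cleavage by Csn5 | Controls: no-enzyme wells high, enzyme-with-substrate wells low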
Starred values were filed as active, the others as inactive; i = inactive; · = no result given. Random draw from the library; any-hit rate near 3.6%.

entry	molecule	NadD block	SUMO1-SIM PPI	Scp1 inh	DNMT1 block	Rpn11 block	LMPTP inh	PABP1 MLLE inh	TbMetRS inhib	STEP block	CSN deneddyl inh
1	COc1ccccc1/C=C1\SC(=S)N(C(C(=O)O)c2ccccc2)C1=O (stereo not given)	-3	-16	-12	2	i	-0.8	9	-0.4	1	1
2	O=C(Nc1nonc1NC(=O)C1CCCCC1)C1CCCCC1	-1	3	-3	-1	i	-1.3	11	0.3	-2	5
3	CN(C)c1ccc(/C=N/Nc2ccc(-n3ccnc3)nn2)cc1	0	-18	-5	0	i	-0.3	3	-1.3	-2	-7
4	CC/C(C)=N/Nc1nc2c(c(=O)[nH]c(=O)n2C)n1CCc1ccccc1	11	-8	1	3	i	2.4	-15	0.3	0	3
5	CCN1CCN(c2ccc(NC(=O)COc3ccccc3Cl)cc2)CC1	-1	3	1	-6	i	0.5	1	-1.3	0	4
6	CC(C)c1ccc(N(CC(=O)NCc2ccc(F)cc2)C(=O)c2snc(C(N)=O)c2N)cc1	-5	1	-3	2	i	-2.7	1	-0.5	3	-2
7	COc1ccccc1CNC(=O)COC(=O)c1cc(C)nc2ccccc12	-3	-15	0	-1	i	-0.1	7	0.4	-4	-4
8	CCc1ccc(OCC(=O)NCC(c2ccc(Cl)cc2)N2CCCCC2)cc1 (stereo not given)	-9	-2	1	-1	i	1.2	-6	-0.5	-1	2
9	CCN(CC)C(=O)CSc1ccc(C(F)(F)F)cc1[N+](=O)[O-]	-4	-18	4	4	i	-0.3	3	-0.4	-5	-3
10	COc1ccccc1C(=O)Nc1c2c(nn1-c1cccc(C)c1C)CS(=O)(=O)C2	-6	18	73*	4	i	-1.1	-1	-1.3	22	3
11	Cc1cc(Nc2ccc(Cl)cc2)n2ncnc2n1	-4	2	-5	-1	i	-1.5	7	-1.1	-4	0
12	CC1CC(=O)Nc2ccccc2N1C(=O)COc1cc(Cl)ccc1Cl (stereo not given)	-5	2	3	-2	i	0.1	0	0.0	2	8
13	COc1ccc(C(=O)NCC(=O)OCC(=O)N2CC(C)OC(C)C2)cc1OC (stereo not given)	-2	4	-3	5	i	-0.2	-19	-0.3	1	0
14	O=c1oc2cc(S(=O)(=O)NCCCO)ccc2c2ccc(S(=O)(=O)NCCCO)cc12	-5	2	6	0	i	-1.5	0	-0.1	-1	0
15	CCC(C(=O)N1CCCC1)n1nc(C)c2c(C)n(-c3ccccc3)nc2c1=O (stereo not given)	5	3	1	0	i	-0.9	8	0.5	-1	-1
16	COc1ccc(-c2cccc(C(=O)Nc3ccc(C)cc3)c2)cc1	3	0	-5	0	i	-1.6	2	-0.6	-5	5
17	CCc1ccc(NC(=O)CNC(=O)c2nn(-c3ccc(OC)cc3)c(=O)c3ccccc23)cc1	-3	-2	-2	-6	i	2.4	-5	0.0	0	-5
18	Cc1ccc(S(=O)(=O)N2CCOC2CNC(=O)C(=O)NCc2ccccn2)cc1 (stereo not given)	0	4	-1	-1	i	-0.6	-3	-0.3	-3	-6
19	CCOc1ccc(CCNC(=O)COC(=O)CSc2ccc(C)cc2)cc1OCC	-8	-2	-12	-3	i	-0.3	1	-0.3	-1	-3
20	COC(=O)[C@@]12C[C@@H](CC(=O)N3CCN(C(=O)c4ccco4)CC3)C(=O)N(Cc3ccccc3)C1=CCC(C)(C)C2	·	-1	·	·	·	0.1	·	0.3	·	-1
21	CC(=O)Nc1cccc(NC(=O)c2cc(-c3ccccn3)nc3ccc(Cl)cc23)c1	-2	-5	-2	-2	i	0.8	-3	-0.3	7	2
22	O=C(Cn1nc(-c2ccccc2)ccc1=O)Nc1ccc(-n2cnnn2)cc1	-7	-5	-19	17	i	0.8	5	-0.3	0	9
23	Cc1ccc(NC(=O)Cn2nnc3ccccc32)c(C)c1	-2	-3	1	0	i	1.8	7	-0.8	-1	-11
24	COC(=O)c1ccc(COc2ccc3c(c2)CCC3)o1	-2	1	-14	0	i	0.4	10	-0.8	3	-2
25	COc1ccc(CN2CCN(C(=O)CCC(=O)Nc3nnc(C(F)(F)F)s3)CC2)cc1F	7	0	6	0	i	-0.2	-15	-0.2	-1	2
26	O=C1CS/C(=N/N=C/c2cccs2)N1	-3	0	-6	1	i	0.1	-13	0.0	4	-9
27	COc1cc(C(=O)NCCOc2cc(C)ccc2C(C)C)cc(OC)c1OC	-13	-3	-16	4	i	1.3	8	0.2	1	2
28	Cc1cc(Cl)ccc1OC(C)C(=O)NNC(=O)C1CCCCC1C(=O)O (stereo not given)	-6	3	10	2	i	-2.0	-8	-0.3	-2	1
29	Cn1nc(/C=C/c2ccccc2)ccc1=O	0	-21	-7	-1	i	-0.2	8	-0.1	-1	1
30	C[C@H](NC(=O)C1CCN(S(=O)(=O)c2ccccc2)CC1)C(=O)NCc1ccccc1	-1	-6	1	1	i	-0.9	-9	0.3	0	7
31	COc1ccc(S(=O)(=O)N(C)C)cc1NC(=O)CN1CCN(C(=O)C2CC2)CC1	-1	6	-10	2	i	-0.5	-2	-0.2	0	1
32	CC(Oc1ccc2c3c(c(=O)oc2c1)CCC3)C(=O)NCc1cccnc1 (stereo not given)	-2	-2	5	2	i	-0.1	3	-0.5	-1	4
33	NC(=O)c1cc2ccncc2c2ccccc12	-4	-5	-4	3	i	0.2	-14	-0.5	-2	5
34	N/C(CC(=O)NC1CCCCC1)=N\OCC(=O)Nc1ccc(Cl)c(Cl)c1	5	-2	-6	-6	i	1.9	-17	0.2	4	2
35	CCC(=NC(CC)CO)C1=C(O)CC(C)(C)CC1=O (stereo not given)	-1	0	5	5	i	-2.1	5	-0.7	-1	0
36	COc1cccc(NC(=O)N(C)C[C@@H]2OCc3cnnn3CCCC(=O)N([C@@H](C)CO)C[C@H]2C)c1	-2	1	·	0	i	-1.8	-18	-0.2	2	5
37	CC(C)NS(=O)(=O)c1ccc2c(c1)oc(=O)n2C	-7	6	15	0	i	-0.5	7	-0.2	-1	-2
38	COC(=O)c1c(-c2ccc3ccccc3c2)csc1NC(=O)Cc1ccc(OC)c(OC)c1	20	4	-15	-12	·	3.3	-79	-0.7	-1	5
39	Cn1cccc1/C=N/n1cnnc1	1	-3	-11	2	i	-0.7	18	-0.4	1	-5
40	C#CCSc1nnc(-c2ccc([N+](=O)[O-])cc2)o1	-5	-24	-6	4	i	0.0	-119	-0.4	2	-4

Single records, as listed above. Values in the order: NadD block, SUMO1-SIM PPI, Scp1 inh, DNMT1 block, Rpn11 block, LMPTP inh, PABP1 MLLE inh, TbMetRS inhib, STEP block, CSN deneddyl inh
`COc1cc(C(=O)NCCOc2cc(C)ccc2C(C)C)cc(OC)c1OC` in the list: -13, -3, -16, 4, i, 1.3, 8, 0.2, 1, 2
`CCC(=NC(CC)CO)C1=C(O)CC(C)(C)CC1=O` (stereo not given) in the list: -1, 0, 5, 5, i, -2.1, 5, -0.7, -1, 0
`COC(=O)c1ccc(COc2ccc3c(c2)CCC3)o1` in the list: -2, 1, -14, 0, i, 0.4, 10, -0.8, 3, -2

Additional entries:
entry	molecule	NadD block	SUMO1-SIM PPI	Scp1 inh	DNMT1 block	Rpn11 block	LMPTP inh	PABP1 MLLE inh	TbMetRS inhib	STEP block	CSN deneddyl inh
41	Cc1cc(C(=O)N2CCN(c3ncccn3)CC2)c(C)o1	-3	-1	-4	3	i	-1.2	-3	-0.5	-3	-5
42	Cc1cnn(CCC(=O)NNC(=S)NCC(C)C)c1	2	-2	-10	-3	i	-2.3	-5	-0.4	0	-5
43	Cc1nn(Cc2ccc(Cl)cc2)c(C)c1NC(=O)Cn1nc([N+](=O)[O-])c(Cl)c1C	-2	-1	-8	0	i	0.8	5	-0.3	5	-4
44	Cc1ccc2nc(C)c(C(=O)O)cc2c1	4	-4	-3	2	i	-0.5	15	0.4	0	-3
45	COc1ccc(S(=O)(=O)NC(C)c2ccccc2)cc1C(=O)N1CCCCC1 (stereo not given)	1	0	0	1	i	-0.2	-2	-0.4	0	-3
46	Cc1ccc(-n2c(SCC(=O)NCc3ccco3)nc3sc4c(c3c2=O)CC(C)(C)SC4)cc1	17	-15	-5	8	i	2.3	-15	-0.3	1	5
47	O=C(Cc1c(F)cccc1Cl)N/N=C/c1cccs1	-4	-1	-5	-1	i	-0.2	9	-0.4	-1	-2
48	CCN(CCn1cccn1)Cc1nc(-c2ccc(C(=O)OC)cc2)no1	-7	2	-4	-5	i	-0.5	9	0.0	0	-6
49	Cn1cc(Br)c(C(=O)Nc2sc3c(c2C(N)=O)CCCC3)n1	3	27	2	-3	i	2.9	4	0.0	5	4
50	CCOC(=O)C(CC)(CC)C(=O)/C=C/c1ccc(OC)cc1	-9	0	1	3	i	-0.1	-5	-1.2	0	-2
51	COc1ccc(C(=O)NC(=S)Nc2ccc3c4c(cccc24)CC3)cc1OC	-4	6	-8	-6	i	1.7	12	-1.8	-2	5
52	CC(=O)NCCNc1nc(NCc2cccs2)nc2ccsc12	7	-2	·	3	i	34	9	0.8	1	-2

High-throughput results as filed in PubChem.
